From PubChem BioAssay
TEAD-YAP block = TEAD-YAP interaction inhibition, primary screen, TEAD-YAP interaction inhibitor project, luminescence, HEK-TIYL cells; 1.4% of 640,000 active; inhibition, % at 9.12 µM; TEAD-Gal4/YAP UAS-luciferase luminescence; in the data active = inhibition above about 32%;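 note: 0% = median of test compound wells and 100% = reference inhibitor wells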
MITF primary = MITF inhibitors, primary screen, biochemical, AlphaScreen, human; Microphthalmia-associated transcription factor (Homo sapiens), O75030; AlphaScreen MITF homodimerization, bead proximity signal; inhibition, % at 2.6 µM; 0.91% of 650,000 active; in the data active = inhibition above about 50%;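 note: 0% = vehicle wells with protein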
Target sequence (O75030 whole entry, looked up): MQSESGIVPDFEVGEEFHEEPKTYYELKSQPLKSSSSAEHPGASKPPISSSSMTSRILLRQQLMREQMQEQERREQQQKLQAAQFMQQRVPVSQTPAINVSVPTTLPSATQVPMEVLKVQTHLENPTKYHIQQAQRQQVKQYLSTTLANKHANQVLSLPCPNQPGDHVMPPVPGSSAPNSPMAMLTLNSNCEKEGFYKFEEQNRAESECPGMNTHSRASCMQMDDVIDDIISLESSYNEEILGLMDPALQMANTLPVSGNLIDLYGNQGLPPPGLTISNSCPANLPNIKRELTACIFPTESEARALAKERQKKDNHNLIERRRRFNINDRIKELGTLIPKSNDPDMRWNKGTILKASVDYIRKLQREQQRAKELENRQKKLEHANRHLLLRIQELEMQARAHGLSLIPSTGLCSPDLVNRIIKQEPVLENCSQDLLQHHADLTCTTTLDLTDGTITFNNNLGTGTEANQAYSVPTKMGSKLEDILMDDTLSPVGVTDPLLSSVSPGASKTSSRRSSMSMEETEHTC
GPR151 ag = activators of human GPR151, primary screen, cell-based, PathHunter beta-arrestin, luminescence | activation, % at 11.2 µM | AID 1508602, 2020 | 1% of 650,000 active | PathHunter beta-arrestin GPR151 cells; in the data active = activation above about 4.9%;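 note: 0% = median of compound wells and 100% = cells with positive control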
Target sequence (Q8TDV0 whole entry, looked up): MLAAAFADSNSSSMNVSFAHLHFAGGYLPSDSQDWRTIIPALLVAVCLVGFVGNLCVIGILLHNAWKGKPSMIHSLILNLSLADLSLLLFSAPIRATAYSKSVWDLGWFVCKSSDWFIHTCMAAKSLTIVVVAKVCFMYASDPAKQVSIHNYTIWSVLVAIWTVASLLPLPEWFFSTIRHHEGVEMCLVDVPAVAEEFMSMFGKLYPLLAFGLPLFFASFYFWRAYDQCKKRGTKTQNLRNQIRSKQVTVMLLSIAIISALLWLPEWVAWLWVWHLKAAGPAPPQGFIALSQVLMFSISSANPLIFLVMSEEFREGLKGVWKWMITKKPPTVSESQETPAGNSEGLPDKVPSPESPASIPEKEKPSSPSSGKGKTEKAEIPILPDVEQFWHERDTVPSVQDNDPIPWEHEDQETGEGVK
FBW7 act = FBW7 E3 ligase activators, primary screen, biochemical, AlphaScreen, human; F-box/WD repeat-containing protein 7 (Homo sapiens), Q969H0; AlphaScreen FBW7–phospho-cyclin E peptide binding, activator screen; normalized activity (activation), % at 26.1 µM; 0.13% of 650,000 active; AID 1259310, 2017; in the data active = normalized activity above about 1.9%;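 note: purified mutant Fbw7 with reduced substrate affinity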
Numbers without * were called inactive.

Sequence of screens: TEAD-YAP block, MITF primary, GPR151 ag, FBW7 act
CCOc1cc2[nH]c(=S)n(CCC(=O)O)c(=O)c2cc1OCC
  -7, 2, -1.1, -0.1
O=C(Cn1c(=O)oc2ccccc21)Nc1n[nH]c(=S)s1
  4, -3, -1.8, 0.0
O=C(Cc1cccs1)N/N=C\c1cccnc1
  -4, -2, 1.6, 0.1
CCOC(=O)C1=C(C)N=c2s/c(=C\c3ccc(OC)c(OC)c3OC)c(=O)n2C1c1ccc(OC)cc1 (centres undefined)
  2, -7, -0.2, -0.2
CCOc1cccc(CN2CCN(Cc3ccc(F)cc3)C(CCO)C2)c1 (centres undefined)
  2, 10, -0.1, 0.5
COc1ccc(Cl)cc1NC(=S)N(CCc1ccc(OC)c(OC)c1)Cc1ccccn1
  -16, 2, -1.8, -0.4
Cc1cccc(NC(=O)CSc2nnc(CNC(=O)c3ccco3)n2-c2ccccc2)c1
  3, -5, 0.2, 0.0
Brc1ccc2nc(CSc3ncn[nH]3)cn2c1
  -23, 16, -4.3, 0.0
COC(CN1C(=O)C(O)=C(C(C)=O)C1c1ccc(Cl)cc1Cl)OC (centres undefined)
  1, 11, -1.1, 0.0
CCOC(=O)C1(CCOc2ccccc2)CCN(C(=O)Nc2ccc3c(c2)OCO3)CC1
  -19, 7, 0.1, 0.0

Additional compounds follow:
Sequence of screens: TEAD-YAP block, MITF primary, GPR151 ag, FBW7 act
OCCn1c(-c2ccc3c(c2)OCO3)csc1=Nc1ccccc1
  -36, 37, 1.4, 0.1
N=c1ncn(CC(O)CO)c2nc(N3CCOCC3)[nH]c12 (centres undefined)
  8, -4, 0.6, -0.1
COc1ccc(N(C)S(=O)(=O)c2cccc3nsnc23)c(OC)c1
  -5, -7, -0.9, -0.2
O=C(c1n[nH]c(=O)c2ccccc12)N1CCN(c2ccc(F)cc2)CC1
  -4, -3, 1.4, 0.1
C=CCSc1nnc2c(n1)OC(c1c(OC(C)=O)ccc3ccccc13)N(C(C)=O)c1ccccc1-2 (centres undefined)
  -5, 4, -1.2, 0.1
COc1cc(/C=N/n2cnnc2)c(O)c([N+](=O)[O-])c1
  -2, 12, 0.4, 0.1
O=C1OC(c2cc(Cl)ccc2Cl)=N/C1=C\c1ccc(Cl)cc1
  -4, -10, 1.8, 0.0
COc1cccc2cc(-c3csc(NC(=O)c4ccccc4F)n3)oc12
  -4, -3, 1.7, 0.2
CCOC(=O)C1=C(N)Oc2cc(O)ccc2C1c1ccc(Br)cc1 (centres undefined)
  3, -10, 0.4, 0.4
COc1cc(Nc2cc(N3CCOCC3)ncn2)cc(OC)c1OC
  -3, 11, -0.7, 0.2

Single records, from the list above.
C=CCSc1nnc2c(n1)OC(c1c(OC(C)=O)ccc3ccccc13)N(C(C)=O)c1ccccc1-2 (centres undefined) is entered as TEAD-YAP block: -5; MITF primary: 4; GPR151 ag: -1.2; FBW7 act: 0.1
O=C1OC(c2cc(Cl)ccc2Cl)=N/C1=C\c1ccc(Cl)cc1 is entered as TEAD-YAP block: -4; MITF primary: -10; GPR151 ag: 1.8; FBW7 act: 0.0

Remaining list, next part:
Sequence of screens: TEAD-YAP block, MITF primary, GPR151 ag, FBW7 act
O=C(CSc1nnc(-c2ccccc2)n1-c1ccccc1)NCc1ccco1
  3, -6, -0.5, 0.0
CCOc1ccccc1-n1c(SCC(=O)OC)nnc1-c1cccnc1
  10, 8, -0.4, 1.5
CCOC(=O)C1=C(O)/C(=C/c2ccccc2OCc2cccc(F)c2)SC1=Nc1ccc(C)cc1
  0, 8, -0.8, 0.0
COc1ccccc1N=C1NN=C(c2ccc(F)cc2)CS1
  -44, 3, 0.5, -0.4
C=CCn1c(COc2ccc(Cl)cc2)nnc1SCC(N)=O
  10, -3, -1.8, 0.1
COC(=O)Nc1ccc(S(=O)(=O)N2CCCC(C(=O)N3CC(C)OC(C)C3)C2)cc1 (centres undefined)
  -6, -9, 0.5, -0.1
Nc1cc(C(=O)O)ccc1N1CCCCCC1
  7, 7, -1.3, 0.2
CNC(=O)C(=O)NCC1OCCCN1S(=O)(=O)c1ccc(F)c(C)c1 (centres undefined)
  -8, -8, 0.7, -0.1
Cc1ccc(Cn2c(C(=O)O)c(CNCc3cccc(Cl)c3)c3ccccc32)cc1
  16, -23, 2.7, -0.1
CCOC(=O)CCCN(Cc1ccc(F)cc1)S(=O)(=O)c1ccc(NC(C)=O)cc1
  14, 9, 1.4, 0.1

(next part)
Sequence of screens: TEAD-YAP block, MITF primary, GPR151 ag, FBW7 act
O=C(COC(=O)/C=C/c1ccco1)NC1CCCCC1
  7, 8, 3.8, 0.0
O=C(Cc1cccc(Cl)c1)c1ccc(O)cc1O
  1, 15, -0.9, -0.1
COc1ccc(Oc2c(C(F)(F)F)oc3cc(OC(=O)c4c(OC)cccc4OC)ccc3c2=O)cc1
  12, 15, 0.5, 0.3
O=C(Nc1ccc(I)cc1)c1ccccc1Cl
  -70, -3, -0.2, 1.1
CCOC(=O)C1=C(c2ccccc2)N=c2s/c(=C\c3ccc(-c4ccc(C(=O)O)cc4)o3)c(=O)n2C1c1ccc(C(C)C)cc1 (centres undefined)
  0, -3, 1.3, -0.2
COc1cccc2cc(C(=O)NC(C)=O)c(=Nc3ccc(C)cc3)oc12
  -40, 5, -0.2, -0.1
Cn1c(=O)n(CC(=O)Nc2ccc3c(c2)OC(C)(C)O3)c2cccnc21
  -3, -8, -0.3, 0.1
COc1cc(/C=C2/C(=O)NN(c3ccc(F)c(Cl)c3)C2=O)ccc1OC(C)=O
  -7, -24, 0.9, -0.1
CC(C)(C)NC(=O)CCNS(=O)(=O)c1ccc2c(c1)CCC(=O)N2
  8, 15, -1.4, 0.8
Cc1ccccc1NC(=O)c1c(NC(=O)c2ccccc2Cl)sc2c1CCCCC2
  -1, 1, -0.3, 0.0

(further entries)
Sequence of screens: TEAD-YAP block, MITF primary, GPR151 ag, FBW7 act
CC(=O)c1cccc(-c2ccc(C(=O)NC3CCN(Cc4ccccc4)CC3)s2)c1
  7, 11, -1.9, 0.1
CCOc1ccc(N2C(=O)c3ccccc3NC2(CC)CC)cc1
  -36, 2, -2.9, 0.1
Cc1c(N=C2C(=O)NC(=O)NC2=O)c(=O)n(-c2ccccc2)n1C
  8, 3, -0.4, -1.7
Cc1cc(NCCN(C(C)C)C(C)C)nc(-c2cccc(N)c2)n1
  9, -5, -1.6, 0.2
Cc1oc(-c2ccc(Cl)cc2)nc1CSCC(=O)NCCC(C)C
  10, -4, 0.9, 0.2
O=C(Cn1ccc([N+](=O)[O-])n1)Nc1ccccn1
  -4, -12, 0.6, 0.0
O=C1c2ccncc2C(=O)N1Cc1ccccc1
  -4, 10, 0.2, 1.0
CC(CN1CCCCC1)C(=O)c1ccccc1 (centres undefined)
  -3, 0, 1.4, -0.1
CN(C)C(CNC(=S)Nc1ccc(C(F)(F)F)cc1)c1cccnc1 (centres undefined)
  6, 4, 0.1, -0.2
O=C1C2C(c3ccc(I)cc3)OC3(C(=O)c4ccccc4C3=O)C2C(=O)N1c1ccc([N+](=O)[O-])cc1 (centres undefined)
  -1, -7, -0.4, -0.1

Continued, overlapping the part above by six compounds.
Sequence of screens: TEAD-YAP block, MITF primary, GPR151 ag, FBW7 act
Cc1oc(-c2ccc(Cl)cc2)nc1CSCC(=O)NCCC(C)C
  10, -4, 0.9, 0.2
O=C(Cn1ccc([N+](=O)[O-])n1)Nc1ccccn1
  -4, -12, 0.6, 0.0
O=C1c2ccncc2C(=O)N1Cc1ccccc1
  -4, 10, 0.2, 1.0
CC(CN1CCCCC1)C(=O)c1ccccc1 (centres undefined)
  -3, 0, 1.4, -0.1
CN(C)C(CNC(=S)Nc1ccc(C(F)(F)F)cc1)c1cccnc1 (centres undefined)
  6, 4, 0.1, -0.2
O=C1C2C(c3ccc(I)cc3)OC3(C(=O)c4ccccc4C3=O)C2C(=O)N1c1ccc([N+](=O)[O-])cc1 (centres undefined)
  -1, -7, -0.4, -0.1
Cc1nnc(NNC(=O)c2ccc(C#N)cc2)[nH]c1=O
  -11, -6, 0.9, -0.3
Cn1cc(-c2c(Cl)n(C)c(=O)n(C)c2=O)c(=O)n(C)c1=O
  24, 9, 0.9, 0.2
Cc1ccc(CCN2CC(C(=O)NCc3ccccc3Cl)CC2=O)cc1 (centres undefined)
  -7, 4, 1.0, -0.2
COc1cccc(-n2cc(CN(C)Cc3nc(CCc4ccccc4)no3)cn2)c1
  1, 0, -0.7, 0.0
COc1ccc(O)c(C=Nc2ccccc2F)c1
  -8, -10, 1.3, 0.0
O=C1NC(=Nc2ccccc2)S/C1=C/c1ccc(-c2cccc(Br)c2)o1
  2, 9, -0.4, -0.1
CC(=O)N(C1=C(N2CCOCC2)C(=O)c2ccccc2C1=O)c1cc(C)cc(C)c1
  39*, 36, 0.7, -0.4
Cc1cc(-c2nc(-c3cccc(Cl)c3)no2)n[nH]1
  -10, 6, -1.7, 0.1
O=C(NCc1ccc(F)cc1)c1n[nH]c(=O)c2ccccc12
  -6, -5, 0.5, 0.1
CSc1cc(C)c2c(c1)COC1(CCN(C(=O)NC(C)C)CC1)O2
  2, 15, -0.6, 0.4

More records follow.
Sequence of screens: TEAD-YAP block, MITF primary, GPR151 ag, FBW7 act
CCOC(=O)c1sc2nc(C)nc(NC3CCCCC3)c2c1C
  9, 6, -0.6, 1.2
COc1ccc(-c2nc(N)n(C(=O)c3ccc(OC)c(OC)c3)n2)cc1
  -3, 6, 0.1, -0.1
CCCCCC(=O)Nc1ccc(C(=O)NC(C)(C)C)cc1
  6, -8, 0.7, -0.2
Cc1ccc(C2=NNC(CC(=O)c3ccc(Cl)cc3)(C(F)(F)F)S2)cc1 (centres undefined)
  -55, 7, 1.6, 0.0
Cc1cccc(NC(=O)CSc2ccc3ccccc3n2)c1
  -1, -6, -0.2, -0.1
COc1ccc(C(C)(C)C)cc1S(=O)(=O)N1CCC2(CC1)NC(=O)N(Cc1ccccc1)C2=O
  22, 14, -1.2, 0.2
Cc1nc(-c2coc3c(C)c(O)c(CN(C)C)cc3c2=O)cs1
  -3, 17, 0.9, 0.2
CCCCCCc1cc2cc(-c3csc(Nc4cc(C(F)(F)F)ccc4Cl)n3)c(=O)oc2cc1O
  17, -1, -0.6, -0.1
CCSc1nnc(NC(=O)C(CC)SC2=NCCS2)s1 (centres undefined)
  -5, -15, 3.0, -0.1
COc1cc(/C=N/c2oc(C)c(C)c2C#N)ccc1O
  4, -15, 1.2, -0.1

New compounds follow.
Sequence of screens: TEAD-YAP block, MITF primary, GPR151 ag, FBW7 act
COC(=O)CNC(c1ccccc1)c1cc(Br)ccc1NC(=O)OCc1ccccc1 (centres undefined)
  6, -40, -0.7, -0.2
O=C(NC(=S)Nc1ccc(Cl)cn1)c1ccccc1F
  -45, 18, 1.3, 0.1
Cc1c(Cl)cccc1NC(=O)CSCC(=O)Nc1ccc(Br)cc1
  11, 7, 6.4*, 0.1
CCOc1ccc(Nc2nncc(=O)[nH]2)cc1
  0, -3, -1.3, -0.2
FC(F)(F)C(F)(F)C(F)(F)c1nnc2ccc(N3CCOCC3)nn12
  -5, 2, -1.0, -0.2
COC(=O)c1ccc(N2CC(C(=O)OCc3ccccc3Cl)CC2=O)cc1 (centres undefined)
  4, 3, -0.7, -0.3
COCCn1nnnc1C(c1ccccc1)N1CCN(Cc2ccccc2OC)CC1 (centres undefined)
  -2, 5, 0.7, -0.2
COc1ccccc1N(CC(=O)NC(C(C)C)C(C)C)S(=O)(=O)c1ccc(C)cc1
  -2, 1, -1.8, -0.2
COc1ccc(NC(=O)NCCc2ccc(F)cc2)cc1
  -70, -5, 2.1, -0.2
COc1ccc(C(=O)Nc2ccc(C(=O)N3CCCCC3)cc2)cc1
  -10, 3, -1.0, 0.6

Following part
Sequence of screens: TEAD-YAP block, MITF primary, GPR151 ag, FBW7 act
CCOC(=O)C(C)Sc1nc2c(c(-c3cccs3)c1C#N)CCCC2 (centres undefined)
  -2, 0, -0.3, 0.2
CN(C)c1ccc(C(=O)NNC(=S)Nc2ccc(F)cc2)cc1
  -39, -1, -1.5, 0.3
Cn1c(=O)c2c(nc(N3CCOCC3)n2CCCN=CN2CCOCC2)n(C)c1=O
  -5, -17, 0.8, -0.2
CCCn1c(C)cn2c3c(=O)n(CC(C)C)c(=O)n(C)c3nc12
  6, -1, 0.9, 0.0
Cc1sc(NC(C)(C)C)nc1-c1ccc2c(c1)CCN2S(=O)(=O)c1ccccc1
  -7, -7, -0.4, -0.1
COc1ccc(NC(=O)CN(C)S(=O)(=O)c2ccc(Br)s2)c(OC)c1
  -2, 5, -0.8, 0.2
COc1ccc(C(=O)COC(=O)CN2C(=O)C3C4CCC(C4)C3C2=O)cc1 (centres undefined)
  1, -8, 2.6, -0.1
C/C(=N/N)c1ccc(-c2ccccc2)cc1
  3, -5, 1.1, -0.2
CN1C(=O)c2ccc(C(=O)Nc3ccc(OCC(=O)O)cc3)cc2C1=O
  14, 4, 1.6, -0.2
COc1cccc(N(C(=O)c2csnn2)C(C(=O)NC(C)(C)C)c2ccc(C)cc2)c1 (centres undefined)
  16, 19, 0.3, -0.1

Next compounds:
Sequence of screens: TEAD-YAP block, MITF primary, GPR151 ag, FBW7 act
O=C(NCc1nc(-c2ccncc2)n[nH]1)c1cc(-c2ccccc2)c(C(F)(F)F)s1
  -3, 8, -0.7, 0.2
O=C(NCc1ccccc1)c1ccc(C(=O)N(C2CCCCC2)C2CCCCC2)cc1
  -7, -3, 3.5, 0.0
O=C(Cc1cccc(Cl)c1)N1CCC(n2nnc3cccnc32)CC1
  3, 10, -1.1, -0.1
CCN(CCCNS(=O)(=O)c1ccc2[nH]c(=O)ccc2c1)Cc1ccccc1
  -4, -2, -0.2, 0.1
